All columns: NCI-60 one-dose screen, growth in % after 48 h at 10 µM unless noted; 100 = growth as untreated, 0 = no growth, -100 = all killed.
RXF 393: RXF 393 renal cancer cells; 6.9% of 77,000 active; AID 1794773
SNB-19: SNB-19 CNS cancer cells. AID 1794751. 2.5% of 81,000 active
ACHN: ACHN renal cancer; 4.9% of 81,000 active; AID 1794771
A498: A498 renal cancer cells | 5.4% of 76,000 active
SNB-75: SNB-75 CNS cancer | 5% of 79,000 active | AID 1794750
SF-268: SF-268 CNS cancer cells; 3.1% of 82,000 active; AID 1794759
CAKI-1: CAKI-1 renal cancer; 4.7% of 75,000 active
SF-539: SF-539 CNS cancer; 6.8% of 81,000 active
The depositor's hits bear a star; nt = no result given. Rule for the calls: active = growth percent below 10; inactive = the rest. Compounds were not picked by outcome. About 12% of those tested had a hit in this group.

SMILES	RXF 393	SNB-19	ACHN	A498	SNB-75	SF-268	CAKI-1	SF-539
CCN(CC)S(=O)(=O)c1ccc(O)c(NC(=O)c2[nH]c(C)c3c2CCCCC3=O)c1	72.9	56.1	70.7	45.2	12.7	79.2	66.7	50.4
O=c1nc2oc3ccc4ccccc4c3cc-2s1	-18.5*	31.9	41.0	-1.2*	-16.1*	40.8	22.1	-25.1*
CCCCNC(=O)Oc1cccc2ccccc12	115.6	105.3	98.7	92.7	86.3	84.4	89.9	99.9
Cc1ccc(Nc2ccnc(Nc3ccc(-c4nnc(N)s4)cc3)n2)c(C)c1	121.2	99.4	95.1	80.3	78.5	93.8	nt	98.6
CCC(=O)[C@H](C)[C@@H](O)[C@H](C)[C@H]1OC(CC)=C(C)C(=O)[C@@H]1C	118.2	106.7	102.7	99.8	188.9	94.0	92.9	95.9
Cc1nn(-c2ccc(Cl)cc2)c2c1C(c1ccc(O)cc1)C(C#N)=C(N)O2 (centres undefined)	118.4	100.6	95.2	nt	83.7	103.0	87.1	101.3
CO[C@@H]1[C@@H](OC(N)=O)[C@@H](O)[C@H](Oc2ccc3c(O)c(NC(=O)c4ccc(O)c(CC=C(C)C)c4)c(=O)oc3c2C)OC1(C)C	108.3	107.0	102.5	104.8	84.1	107.6	93.2	104.2
COc1ccc(-n2nc3c(c2-c2ccc(OC)c(OC)c2)-c2oncc2CC3)cc1	83.8	96.9	55.7	83.5	94.2	84.0	80.6	114.1
Cc1nc2ccccc2c(Oc2ccccc2)c1-c1ccccc1	nt	78.5	83.6	87.6	84.2	95.0	70.5	105.8
COc1ccc(NC(=O)C(=O)c2c[nH]c3cc(F)ccc23)cc1	91.0	87.4	nt	80.7	98.8	72.2	57.5	78.1
CCOC(=O)N1CCN(CCCCCCOc2ccc(C3CCCCC3)cc2)CC1	90.2	84.0	91.7	92.1	101.8	96.9	62.5	97.1
CC(=O)Nc1ccc(S(=O)(=O)Nc2cccc(-c3nc(-c4ccc(NC(=O)c5cccnc5)cc4Cl)no3)c2)cc1	76.5	37.7	81.2	36.9	27.6	48.2	90.6	7.9*
C/C(=N\Nc1ccc(Cl)cc1)C(=O)O	112.8	99.7	48.8	102.4	83.9	54.4	33.3	52.8
COc1ccc2nc(SCC(=O)Nc3ccc(F)cc3)[nH]c2c1	85.7	86.4	75.0	60.8	73.1	79.7	71.9	93.3
O=S(O)c1ccccc1	130.4	105.4	102.1	105.2	98.0	102.0	95.0	91.9
C=CC(CO)N(CC)CC (centres undefined)	100.2	99.2	99.7	103.9	104.5	106.8	93.7	104.8
CCCC(=O)Oc1ccc(C(C)(C)C)cc1Br	109.5	105.0	111.1	85.6	95.8	103.3	101.7	100.4
Cc1ccc(Nc2nc(-c3cc(O)c(C)c(C)c3O)cs2)cc1	99.3	109.7	99.1	122.6	101.8	92.3	92.7	96.6
O=C(CCCC(=O)Nc1ccc(-n2nnc3cc(Cl)c(Cl)cc32)cc1)Nc1ccc(-n2nnc3cc(Cl)c(Cl)cc32)cc1	48.1	29.8	66.2	36.5	30.4	60.8	nt	56.7
O=C1CC2C=CCN2C=C1c1ccc(F)cc1 (centres undefined)	103.4	105.6	120.0	105.3	108.0	101.5	102.3	120.7
COc1ccc(-c2nc3c(c(C)nc4c3nnn4-c3ccccc3)c(=O)o2)cc1	111.1	103.8	103.4	122.4	94.1	103.0	97.2	99.6
C=CCn1c(SCC(=O)Nc2ccc(Cl)cc2)nnc1-c1ccc(OC)cc1	97.1	83.0	75.6	79.8	106.2	93.5	79.3	92.0
COc1ccc(C2C=C(c3cc(OC)c(OC)c(OC)c3)N=C3SC=C(C)N32)c(Br)c1 (centres undefined)	102.4	100.4	99.7	105.3	nt	99.6	100.8	103.8
O=C(c1ccccc1)c1cccc(C(=O)c2ccccc2)c1	96.0	99.0	nt	93.7	96.8	95.7	nt	96.4
NC(=O)SCC(=O)Nc1cccc(O)c1	103.4	106.6	109.9	86.7	94.8	107.3	104.1	101.1

In the list so far, these have an aryl thioether with sulfur outside any ring:
SMILES	RXF 393	SNB-19	ACHN	A498	SNB-75	SF-268	CAKI-1	SF-539
COc1ccc2nc(SCC(=O)Nc3ccc(F)cc3)[nH]c2c1	85.7	86.4	75.0	60.8	73.1	79.7	71.9	93.3
C=CCn1c(SCC(=O)Nc2ccc(Cl)cc2)nnc1-c1ccc(OC)cc1	97.1	83.0	75.6	79.8	106.2	93.5	79.3	92.0

Next section.
SMILES	RXF 393	SNB-19	ACHN	A498	SNB-75	SF-268	CAKI-1	SF-539
O=C(Cn1c(-c2cncs2)nc2ccccc21)Nc1ccc(F)cc1F	88.9	91.8	92.0	91.4	69.5	105.1	111.1	81.9
Cc1cccc(C)c1NC(=O)C(C)C	99.9	112.4	99.0	100.5	84.5	115.2	103.3	93.0
CCO/C=N/C1=C(C#N)C(c2ccc(Cl)cc2)c2sc3c(CC)cccc3c2O1 (centres undefined)	-27.7*	24.1	40.9	2.4*	-5.3*	58.3	40.6	-3.9*
COc1cc(/C=C/c2cc(C(F)(F)F)[nH]c(=O)n2)ccc1OCc1ccccc1F	45.6	60.5	70.1	29.7	75.3	57.1	55.8	60.1
[O-]c1c[n+](-c2ccc(Cl)cc2)no1	116.3	95.9	105.7	98.7	90.4	100.1	107.7	119.4
CCOC(=O)CCN1CCN(c2ccccc2C)CC1	109.6	101.2	113.7	104.0	92.1	105.8	104.7	109.0
Cc1ccc(C(=O)C[n+]2cccc3c4ccccc4ccc32)cc1	5.9*	25.9	50.6	75.2	43.0	42.8	53.2	25.5
NC(=O)N/N=C\c1ccc([N+](=O)[O-])o1	123.4	113.4	98.8	90.1	84.3	102.1	86.9	101.5
C/C(=N/NC(N)=S)C(=O)O	116.1	98.4	91.7	109.7	95.3	101.2	nt	100.6
NCCCCN(C[C@H]1CN(S(=O)(=O)c2ccc(Cl)cc2)CCN1)[C@H]1CCCc2cccnc21	80.7	86.5	108.9	106.2	nt	97.9	99.6	98.0
Cc1ccccc1N1C(c2ccccc2)=NNC12C=CC(=O)c1c(O)cccc12 (centres undefined)	115.0	60.8	81.7	76.4	81.7	76.7	96.9	76.2
CN1CCC(=C(C#N)C#N)CC1	119.4	89.3	101.8	101.1	90.5	103.2	92.4	104.9
O=C(CCc1nnc2sc(COc3ccccc3)nn12)c1nc2ccccc2[nH]1	91.4	104.7	93.1	110.1	99.7	91.1	97.0	110.0
CNc1cc(N2CCC3(CC2)CN(c2cc(F)c(CN4CCC(C)(C)CC4)cc2F)CC(=O)N3)ncn1	43.7	66.5	69.4	50.6	75.7	72.5	67.1	49.8
COc1c(O)cc2c(c1OC)OCO2	101.5	97.9	108.3	68.5	98.4	100.6	95.8	103.5
CC(/C=N/NC(=O)c1cc(-c2ccco2)[nH]n1)=C\c1ccccc1	nt	100.3	93.1	110.0	66.8	93.9	80.8	101.8
CN(C)c1ccc(/C=N/NC(=O)c2ccccc2Nc2cccc(C(F)(F)F)c2)cc1	nt	92.7	97.4	1.4*	94.4	93.7	77.7	105.1
O=C(NCCc1ccccc1)Nc1ccccc1Cl	105.7	113.9	110.9	93.6	92.6	100.3	103.5	111.3
C[C@@H]1[C@H]2C[C@@H](C[C@H]1NC(=O)c1cc(-c3ccccc3)on1)C2(C)C	94.2	91.5	94.9	81.8	111.1	108.5	91.0	105.2
OC12CCCCC1Oc1ccc3ccccc3c12 (centres undefined)	113.7	115.8	112.3	85.5	85.3	93.6	94.1	99.3
C=CCNCc1cc(O)c(CNCC=C)cc1O	108.5	91.7	105.6	75.9	83.9	99.7	nt	100.7
COc1ccccc1N1CCN(c2ncnc3cc[nH]c23)CC1	93.3	90.7	84.0	61.1	99.1	102.9	79.6	95.4
Cn1c(-c2cnc3[nH]ncc3c2)nnc1N1CCC(c2cccc(F)c2F)CC1	116.1	94.5	100.5	91.6	nt	97.4	84.5	98.4
Nc1cccc(-c2nc3sccn3c2-c2ccnc(NCCCNS(=O)(=O)c3ccc(Cl)cc3)n2)c1	111.1	116.4	92.3	104.7	nt	100.4	92.1	99.2
NS(=O)(=O)Nc1ccc(C(=O)NC(C(=O)NO)c2ccc(-c3cc(F)c(F)c(F)c3)cc2)cc1 (centres undefined)	108.6	91.6	96.3	89.7	111.0	99.8	98.0	99.2

Next section.
SMILES	RXF 393	SNB-19	ACHN	A498	SNB-75	SF-268	CAKI-1	SF-539
CCC(C)CCC(O)C(C)CO (centres undefined)	96.4	98.9	101.9	120.1	96.0	106.9	99.1	91.5
O=C(N/N=C(/C(=N/NC(=O)c1ccccc1)c1ccccc1)c1ccccc1)c1ccccc1	82.3	108.4	92.7	81.6	66.6	116.8	81.8	153.3
CCOC(=O)CSc1nc2c(c(=O)n(C)c(=O)n2C)n1CC	100.7	98.8	102.7	98.0	97.3	93.3	99.9	90.8
Cc1cc(Nc2ccc(F)cc2)nc(N2CCN(c3ccnc4cc(Cl)ccc34)CC2)n1	38.9	43.9	2.6*	-1.6*	14.6	36.2	nt	14.0
CC(=O)c1nc(Nc2ccc(Cl)cc2)sc1C	99.4	87.9	102.0	64.2	79.5	88.7	81.6	104.0
COc1ccc(-c2nc(/C=C3\SC(=NCc4ccccc4)NC3=O)c3ccccn23)cc1	-86.7*	16.0	-28.3*	-7.6*	-46.8*	-37.4*	3.2*	-43.4*
COc1cc(-c2nc(SCCC(C)C)nc(NC(C)(C)C)c2C#N)cc(OC)c1OC	114.0	99.7	95.9	106.2	86.8	92.7	77.6	98.7
Cc1[nH]c(N=Nc2ccccc2)nc1N=Nc1ccccc1	-31.9*	47.7	7.3*	35.0	45.1	19.2	nt	6.9*
CCCCC[C@H](O)c1ccccc1[C@@H]1O[C@@H](CCC(=O)OC)[C@H](O)[C@H]1I	99.3	102.1	111.7	74.3	88.9	99.7	nt	106.3
CC(=O)Nc1cccc(OCC(=O)O)c1	106.3	95.1	101.6	98.3	92.0	100.3	nt	93.5
N#Cc1c(-c2cccs2)cc(-c2cnccn2)nc1SCC(=O)Nc1ccc(F)cc1	81.5	104.1	102.8	63.2	70.8	90.1	82.3	89.4
O=C(OCc1ccc2c(Br)cc(Br)c(O)c2n1)c1c[nH]c2ccccc12	69.1	58.4	36.2	73.9	75.1	61.4	38.8	73.2
COc1cc(C=Nc2oc(-c3ccccc3)c(-c3ccccc3)c2C#N)cc(CN2CCCCC2)c1O	104.1	98.6	99.6	72.3	66.6	94.9	86.6	101.0
COc1ccc(C(=O)/C=C/c2ccc(Cl)c(Cl)c2)cc1S(N)(=O)=O	-69.2*	5.1*	-69.7*	109.3	6.5*	24.6	-7.4*	-86.5*
O=C1c2[nH]c3ccccc3c2CC1N1C(=O)c2ccccc2C1=O (centres undefined)	135.3	107.8	100.5	88.0	140.8	91.7	96.6	107.3
COc1cccc(/C=C/c2nc3ccccc3c(=O)n2CC(=O)Nc2ccc(Cl)cc2)c1	83.5	76.3	-1.5*	25.1	nt	82.3	60.5	52.7
COc1cc(/C=N/NC(=O)c2ccc(Br)o2)cc(OC)c1OC	104.5	113.1	104.7	117.8	97.0	107.8	93.9	88.6
O=C(Nc1cccc(Cl)c1)c1cc(Cl)ccc1O	-12.3*	15.9	-0.7*	nt	-26.8*	18.0	-7.8*	19.4
Cc1ccc(OC2=C(C#N)C(=N)N3C(=NN2)Sc2c(C)ccc(C)c23)cc1	106.2	118.3	99.0	94.9	96.5	112.5	86.0	101.6

Sorted by formula weight (lowest first): three of the compounds above.
SMILES	RXF 393	SNB-19	ACHN	A498	SNB-75	SF-268	CAKI-1	SF-539
CC(=O)Nc1cccc(OCC(=O)O)c1	106.3	95.1	101.6	98.3	92.0	100.3	nt	93.5
O=C1c2[nH]c3ccccc3c2CC1N1C(=O)c2ccccc2C1=O (centres undefined)	135.3	107.8	100.5	88.0	140.8	91.7	96.6	107.3
O=C(OCc1ccc2c(Br)cc(Br)c(O)c2n1)c1c[nH]c2ccccc12	69.1	58.4	36.2	73.9	75.1	61.4	38.8	73.2

Some of the entries so far, comma-delimited:
Structure,RXF 393,SNB-19,ACHN,A498,SNB-75,SF-268,CAKI-1,SF-539
Cc1cc(Nc2ccc(F)cc2)nc(N2CCN(c3ccnc4cc(Cl)ccc34)CC2)n1,38.9,43.9,2.6*,-1.6*,14.6,36.2,nt,14.0
O=C(N/N=C(/C(=N/NC(=O)c1ccccc1)c1ccccc1)c1ccccc1)c1ccccc1,82.3,108.4,92.7,81.6,66.6,116.8,81.8,153.3
CCCCC[C@H](O)c1ccccc1[C@@H]1O[C@@H](CCC(=O)OC)[C@H](O)[C@H]1I,99.3,102.1,111.7,74.3,88.9,99.7,nt,106.3

Structures from the list above with a thiophene ring, fused or not, in the order listed:
SMILES	RXF 393	SNB-19	ACHN	A498	SNB-75	SF-268	CAKI-1	SF-539
CCO/C=N/C1=C(C#N)C(c2ccc(Cl)cc2)c2sc3c(CC)cccc3c2O1 (centres undefined)	-27.7*	24.1	40.9	2.4*	-5.3*	58.3	40.6	-3.9*
N#Cc1c(-c2cccs2)cc(-c2cnccn2)nc1SCC(=O)Nc1ccc(F)cc1	81.5	104.1	102.8	63.2	70.8	90.1	82.3	89.4
